TRPML3 agonist: agonists of human TRPML3 channel; Q8TDD5; activation, % at 3 µM; 220,000 compounds, 0.29% hits; HEK293 TRPML3-YFP, Fluo-8 calcium fluorescence; 100% = the carbachol control signal; AID 1448;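 active means activation above its plate's cutoff, the mean activation of the plate's test wells plus 3 SD, cut at about 12% in these data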;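 further: 0% = DMSO only wells and 100% = carbachol wells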
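system = HEK293 cells stably carrying human TRPML3-YFP | doses = one concentration, 3 µM nominal, 0.3% DMSO | timing = dye loading 1 h 37 °C then 30 min ambient, 125 s read | detection = Fluo-8 calcium dye fluorescence, ex 470-495, em 515-575 nm | benchmarks = high control carbachol 87 µM, low control DMSO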
PPC-1+TRAIL kill: compounds killing PPC-1 cancer cells with TRAIL present (potentiator screen, no TRAIL-free arm) | PPC-1 cells + TRAIL, ATPLite viability luminescence | 220,000 compounds, 0.41% hits | cell killing (% activity), % at 4 µM | AID 1443;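 active means cell killing above 50% in the first pass at 4 µM, then a duplicate retest at 5 µM averaging 50% or more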;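 further: plate controls were cells with TRAIL plus DMSO for no effect and medium-only wells lacking cells for full effect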
Furin inhibitor: human furin inhibition; purified furin, fluorogenic substrate cleavage; inhibition, % at 30 µM; P09958; AID 463115; 220,000 compounds, 0.061% hits; in the data active means inhibition above about 25%; further: inactives centre near -15
Target sequence (P09958 108-714 limits assumed): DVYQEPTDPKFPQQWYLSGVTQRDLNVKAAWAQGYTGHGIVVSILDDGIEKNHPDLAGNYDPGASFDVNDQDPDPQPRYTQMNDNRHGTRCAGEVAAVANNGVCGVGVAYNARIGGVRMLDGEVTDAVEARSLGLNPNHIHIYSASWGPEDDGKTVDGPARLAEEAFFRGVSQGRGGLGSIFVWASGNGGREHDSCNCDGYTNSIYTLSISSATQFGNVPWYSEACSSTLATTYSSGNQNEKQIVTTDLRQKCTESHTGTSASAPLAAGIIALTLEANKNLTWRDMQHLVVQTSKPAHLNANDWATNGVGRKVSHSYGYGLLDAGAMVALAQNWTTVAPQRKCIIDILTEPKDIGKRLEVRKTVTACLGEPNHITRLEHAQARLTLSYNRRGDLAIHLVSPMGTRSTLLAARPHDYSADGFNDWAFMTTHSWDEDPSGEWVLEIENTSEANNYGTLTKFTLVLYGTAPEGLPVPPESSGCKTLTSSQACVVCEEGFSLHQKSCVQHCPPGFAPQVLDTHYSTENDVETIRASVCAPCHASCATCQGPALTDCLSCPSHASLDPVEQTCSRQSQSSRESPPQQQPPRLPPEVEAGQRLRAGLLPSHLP
Cl transport mod: modulators of human KCC2 chloride dependent transport. 190,000 compounds, 2.2% hits. B-score of Tl+ flux slope (higher = more flux/activation; lower = inhibition) at 10 µM. KCC2 cells, thallium flux FluoZin-2 fluorescence;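 active means thallium flux slope and its plate-corrected score both differing from the plate sample mean at a set confidence after two filtering rounds, in either direction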;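 further: slope of fluorescence scaled to starting intensity during 10 to 20 s after thallium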
thrombin 1536: thrombin (human) inhibition. alpha-thrombin, Boc-VPR-AMC fluorogenic substrate cleavage. inhibition, % at 5 µM. 220,000 compounds, 0.26% hits. P00734;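 active means inhibition at or above 40%; inactive means inhibition below 40%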;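 further: 0% = enzyme with no compound and 100% = wells without enzyme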
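Material: human alpha-thrombin enzyme / Medium: pH 7.5 Tris (50 mM) with NaCl 150 mM, Tween 20 0.05% / Compound: single-point dosing at 5 µM, 0.2% DMSO / Incubation: enzyme reaction carried out at room temperature / Detection: AMC fluorescence, 355/460 nm / Read-out basis: percent inhibition scaled between no-compound controls and no-enzyme blanks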
zfTRPN1 agonist: activates the zebrafish TRPN1 channel; HEK293 zebrafish TRPN1-YFP, Fluo-8 calcium fluorescence; 100% = response to 87 µM carbachol; AID 1424; activation, % at 3 µM; 220,000 compounds, 0.18% hits;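 active means activation above its plate's cutoff, the mean activation of test wells on that plate plus 3 SD, cut at about 19% in these data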;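 further: 0% = DMSO alone and 100% = 87 µM carbachol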
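Assay system: Zebrafish TRPN1-YFP in HEK293 cells | Incubation: Dye loading 1 h at 37 °C, then 30 min room temperature | Measured by: Kinetic Fluo-8 fluorescence, ex 470-495, em 515-575 nm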
EBV gp42 inh: EBV gp42 inhibition | Fluorescence polarization binding assay, mP read-out | inhibition, % (tested at 21.74 µM) | 220,000 compounds, 0.42% hits | AID 1085; in the data active means inhibition above about 50%
Target sequence (Q1HVG2 whole entry, looked up): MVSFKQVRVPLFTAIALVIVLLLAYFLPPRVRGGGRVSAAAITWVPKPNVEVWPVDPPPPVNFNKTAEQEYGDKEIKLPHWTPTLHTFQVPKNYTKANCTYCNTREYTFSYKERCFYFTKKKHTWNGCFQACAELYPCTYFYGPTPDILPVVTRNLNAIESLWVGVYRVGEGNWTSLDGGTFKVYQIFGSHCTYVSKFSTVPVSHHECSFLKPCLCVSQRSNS
m-calpain inh: blocks pig calpain II enzyme activity. purified calpain II, fluorogenic peptide substrate, 30 min. inhibition, % at 16 µM. 220,000 compounds, 0.37% hits;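 active means inhibition above about 50%, limit read from the data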
TbHK1 inh: T. brucei hexokinase 1 inhibition; recombinant TbHK1, G6PDH-coupled NADH A340; inhibition, % at 10 µM; 220,000 compounds, 0.11% hits; AID 1430;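 active means inhibition of 50% or more in the single-dose primary screen; inactive means inhibition below 50%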
* = called active by the depositor; . = not tested or not shown; [ ] = dose if it differs, or a comment.

SMILES | TRPML3 agonist | PPC-1+TRAIL kill | Furin inhibitor | Cl transport mod | thrombin 1536 | zfTRPN1 agonist | EBV gp42 inh | m-calpain inh | TbHK1 inh
CCOC(=O)c1cc(NC(=O)COc2ccc([N+](=O)[O-])cc2)cc(C(=O)OCC)c1 | 1.2 | 22.1 | -2.0 | -0.562 | -5.2 | 1.0 | -7.8 | -8.3 | -7.3
Cc1occc1C(=O)NN=C1C2CC3CC(C2)CC1C3 | 0.7 | 32.7 | -21.3[20 µM] | -1.36 | -3.0 | -0.5 | -2.1 | -11.1 | -2.1
O=C(O)Cn1c2c(c3ccccc31)CCCC2 | -0.1 | -13.2 | -14.4 | 0.0506 | 3.5 | -0.2 | 9.3 | -52.6 | -0.4
Cc1ccc(S(=O)(=O)N2CCCC2C(=O)N(C)Cc2cccs2)cc1 (stereo not drawn) | -0.8 | 13.1 | 2.8 | -1.91 | -18.8 | 0.6 | -18.3 | 14.4 | -0.3
Cc1ccc(S(=O)OCC(=O)Nc2cc(Cl)ccc2N2CCOCC2)cc1 (stereo not drawn) | -1.3 | 7.9 | -15.7 | -0.852 | 0.0 | -3.6 | -3.6 | -5.1 | -12.0
CCC(C)(C(=O)NC1CCCCC1)N(Cc1ccco1)C(=O)c1ccccn1 (stereo not drawn) | 0.2 | 12.9 | -14.3[20 µM] | . | 2.5 | 0.1 | 7.5 | 29.7 | 5.1
CC(C)c1c(C#N)c(N)nc(SCC(=O)c2cc3ccccc3oc2=O)c1C#N | 1.2 | 21.5 | -12.7 | 0.949 | -2.9 | 0.1 | -22.6 | -7.1 | -3.7
CNC(=O)C1(C)C=CCN1C(=O)c1ccccc1 (stereo not drawn) | 0.3 | 1.5 | -14.2 | 0.537 | -0.3 | 0.2 | -39.9 | -18.6 | 1.5
CCN1C(=O)/C(=C\N2CCOCC2)SC1=S | 1.0 | 2.0 | -20.9[20 µM] | 0.557 | -2.3 | -0.6 | -8.3 | 26.7 | -9.7
Clc1ccccc1-c1nn2c(-c3ccncc3)nnc2s1 | 1.3 | 13.4 | 9.1[20 µM] | 0.595 | -3.1 | -0.4 | -14.9 | -15.3 | 3.1
Cc1ccc(-n2c(C)nn(CC#N)c2=O)cc1 | 1.0 | 12.4 | -26.1 | -0.461 | 1.5 | 0.5 | -2.9 | -6.1 | 0.3
Cc1c(N=c2scc(-c3ccccc3)n2C)c(=O)n(-c2ccccc2)n1C | 0.6 | 16.9 | -22.3 | -0.153 | -0.8 | -0.4 | 1.1 | -19.7 | 1.8
CC(C)(C)NC(=O)CN(C(=O)c1csnn1)c1cccc2c1CCCC2 | 0.3 | 2.8 | -4.3 | -1.24 | -2.2 | 2.9 | -2.4 | 28.6 | -5.4
O=C(Sc1ccc(Cl)cc1)c1cccc(Cn2cc(C(F)(F)F)ccc2=O)c1 | 0.3 | 5.1 | -16.2 | 0.405 | -2.6 | 1.4 | 9.5 | -9.5 | 5.5
CC(OC(=O)c1nsc(Cl)c1Cl)C(=O)NC(C)(C)C (stereo not drawn) | 0.6 | -9.1 | -12.4[20 µM] | 0.504 | -3.9 | -0.6 | -11.6 | -18.2 | 1.5
COc1c(O)ccc2c1CN1CCc3cc4c(cc3C1C2)OCO4 (stereo not drawn) | 1.6 | 0.5 | -25.0 | 0.185 | -2.9 | 1.4 | -14.2 | -31.5 | -0.1
CCn1c(-c2cc(-c3cc(OC)ccc3OC)nc3ccccc23)n[nH]c1=S | -0.2 | 8.3 | 0.5[20 µM] | 0.268 | -8.2 | -0.2 | 11.9 | -125.5 | -21.4
CCOc1cccc(OCCOc2ccccc2[N+](=O)[O-])c1 | -0.9 | . | 2.2 | -0.495 | -6.6 | -2.3 | -5.7 | 9.3 | -2.0
CC(=O)N(c1ccc(Cl)cc1)c1cn(C(C)=O)c2ccccc12 | -0.3 | 13.1 | -20.5 | 0.304 | 2.8 | 0.5 | -4.3 | 8.6 | -0.9
Cc1ccc(C(=O)NNC(=O)C(C)Sc2nc(N)cc(N)n2)cc1 (stereo not drawn) | -0.9 | -9.7 | -12.7[20 µM] | -0.169 | -3.1 | -1.6 | -3.3 | 24.9 | -1.9
COc1cccc(S(=O)(=O)NCc2ccc(C(=O)NCC3CCCO3)cc2)c1 (stereo not drawn) | -0.4 | 32.3 | -13.0[20 µM] | 0.115 | 19.2 | 0.0 | 1.0 | 6.7 | 2.7
O=C1/C(=C/c2ccc(O)c(O)c2)Oc2cc(O)ccc21 | . | 21.4 | 13.1 | -0.0505 | 7.8 | . | -71.9 | -37.3 | -14.3
CC(C)C(=O)OCC(=O)NCc1ccccc1Cl | 0.2 | -2.9 | -17.2 | 0 | -2.1 | 0.0 | -1.9 | -19.1 | -2.1
Cc1ccc(S(=O)(=O)NCCNC(=O)c2cc(OCC(F)(F)F)ccc2OCC(F)(F)F)cc1 | -0.4 | 13.4 | -19.1 | 0.614 | 3.8 | -1.1 | -2.7 | -24.8 | 1.2
COc1ccc(S(=O)(=O)Cc2ccc(C(=O)NC3CC3)o2)cc1 | -0.1 | 8.1 | -28.7 | . | -1.8 | 1.6 | 21.3 | -15.2 | -7.9
CCOc1ccc(/C=N/OCC(=O)NCc2cccs2)cc1 | -1.0 | 6.3 | -13.0 | -0.164 | -10.7 | -2.3 | -23.3 | 3.2 | -3.3
O=C(N=Nc1c(O)[nH]c2ccccc12)c1cccc(S(=O)(=O)N2CCCCC2)c1 | 0.7 | 3.6 | -6.4 | 0.385 | -10.4 | -0.5 | 1.1 | 17.7 | 29.1
Cc1ccc(/C=N/NC(=O)C2(O)c3ccccc3-c3ccccc32)o1 | 0.4 | 33.8 | -18.2 | 0.861 | -3.0 | -0.5 | -21.2 | 2.0 | -4.3
CC(=O)NCCc1nc2ccccc2n1CCOc1ccc(C)cc1 | 0.0 | 2.5 | -17.2 | -0.321 | -4.1 | 1.1 | -2.1 | 8.5 | -7.7
CNC(=O)c1ccsc1NC(=O)c1ccc(S(=O)(=O)N2CCCc3ccccc32)cc1 | 0.7 | 17.5 | -7.2 | 0.286 | -1.4 | 0.5 | -9.0 | -40.6 | -4.3
CCOC(=O)/C=C1\CC(=O)Nc2nonc2N1 | 0.5 | 18.2 | -13.2[20 µM] | 1.04 | 0.7 | 0.5 | 4.2 | 7.0 | 2.8
C=CCNC(=S)NNC(=O)COc1ccc2cc(Br)ccc2c1 | 0.6 | 18.1 | -23.1 | -1.45 | -6.8 | -1.0 | -3.5 | -24.1 | -4.6
NC(=O)CN1CCN(C(=O)Nc2ccccc2)CC1 | -0.1 | -24.3 | -30.1 | -0.0429 | -8.3 | 2.0 | -6.7 | 6.5 | -10.2
C#CCn1cc(C=C2C(=O)c3ccccc3C2=O)c2ccccc21 | -0.1 | 8.2 | -18.1 | 0.0509 | 1.0 | -0.5 | 94.7* | -11.8 | 13.0
COC(=O)c1cn(NC(=O)c2ccc3c(c2)OCO3)c(=O)c2ccccc12 | -0.4 | 1.8 | -16.4 | -0.768 | -4.8 | 0.6 | -4.8 | -23.3 | -2.0
NC(=O)C1CCN(C2=C(NS(=O)(=O)c3ccccc3)C(=O)c3ccccc3C2=O)CC1 | 1.3 | 10.9 | -4.1 | 0.469 | 5.2 | 0.5 | -7.1 | 1.5 | -15.5
COc1ccc(C(=O)Nc2nc(-c3ccc([N+](=O)[O-])cc3)c(-c3ccccc3)s2)cc1 | 0.7 | . | -1.5[20 µM] | 0.679 | . | 2.5 | . | . | -0.3
CC(C)(C)NC(=O)CSc1n[nH]c(=O)n1-c1ccccc1 | 0.6 | -0.3 | -14.5 | -0.0947 | -0.4 | 1.1 | -7.8 | -16.8 | -9.8
CCCCOc1ccc(CSc2nnc(C)n2N)cc1[N+](=O)[O-] | 0.3 | 8.2 | -24.6 | -0.552 | 5.9 | -1.7 | 6.6 | -25.9 | -6.0
Cc1ccccc1NC(=O)/C(C#N)=C\c1cn(CC(=O)O)c2ccccc12 | 0.6 | . | -5.6 | . | -11.5 | -0.3 | -18.3 | -22.8 | -16.2

Individual results from above.
Under PPC-1+TRAIL kill, COC(=O)c1cn(NC(=O)c2ccc3c(c2)OCO3)c(=O)c2ccccc12 is entered as 1.8
Under m-calpain inh, Cc1ccccc1NC(=O)/C(C#N)=C\c1cn(CC(=O)O)c2ccccc12 is entered as -22.8

Back to the main list with the three entries that preceded the break.
SMILES | TRPML3 agonist | PPC-1+TRAIL kill | Furin inhibitor | Cl transport mod | thrombin 1536 | zfTRPN1 agonist | EBV gp42 inh | m-calpain inh | TbHK1 inh
CC(C)(C)NC(=O)CSc1n[nH]c(=O)n1-c1ccccc1 | 0.6 | -0.3 | -14.5 | -0.0947 | -0.4 | 1.1 | -7.8 | -16.8 | -9.8
CCCCOc1ccc(CSc2nnc(C)n2N)cc1[N+](=O)[O-] | 0.3 | 8.2 | -24.6 | -0.552 | 5.9 | -1.7 | 6.6 | -25.9 | -6.0
Cc1ccccc1NC(=O)/C(C#N)=C\c1cn(CC(=O)O)c2ccccc12 | 0.6 | . | -5.6 | . | -11.5 | -0.3 | -18.3 | -22.8 | -16.2
CCOC(=O)c1cnc2c(OC)cccc2c1NCc1cccnc1 | 0.8 | -15.4 | 0.2 | -1.04 | -3.8 | 1.5 | -6.3 | -20.5 | -9.1
S=C(Nc1cccnc1)Nc1cccc2cnccc12 | 1.0 | 37.9 | -9.9 | -2.07 | -2.6 | 2.1 | 5.7 | 20.6 | 3.7
CC1=C(C(=O)Nc2ccccc2Cl)C(c2ccc(N(C)C)cc2)NC(=O)N1 (stereo not drawn) | 0.5 | 18.6 | -22.5 | . | -3.2 | 0.3 | -35.3 | 5.2 | -4.5
Cc1nn(Cc2ccccc2Cl)c(C)c1NC(=O)Cn1nc([N+](=O)[O-])c(Cl)c1C | 0.4 | -0.9 | -12.6[20 µM] | 0.689 | -4.8 | 0.1 | -4.8 | -5.2 | 2.9
Cc1nn(C)c(C)c1NC(=O)c1cc2nc(-c3ccco3)cc(C(F)(F)F)n2n1 | 0.9 | 20.7 | -21.4 | 0.592 | -3.9 | 2.2 | -6.7 | -100.5 | -9.2
CCOc1cccc2cc(C(C)=O)oc12 | 0.9 | 4.4 | -29.1 | 0.145 | 3.5 | 0.6 | 4.1 | -14.4 | -5.4
Cc1ccc(CNc2nc(C)nc3sc4c(c23)CCC4)cc1 | -1.0 | 5.9 | -15.2[20 µM] | 0.639 | 0.1 | -1.3 | -0.8 | 8.9 | -3.1
CC(C)(C)N(C(=O)Cn1nnc(-c2ccc(F)cc2)n1)C(C(=O)NC1CCCC1)c1ccncc1 (stereo not drawn) | 0.2 | 16.2 | -11.0[20 µM] | 1.13 | -0.2 | -0.9 | -10.0 | 20.4 | -0.7
O=C(O)C1C(=O)NCC1c1ccccc1 (stereo not drawn) | 0.6 | -12.3 | -12.8 | 0.0291 | -7.8 | 1.2 | -15.5 | -2.8 | -9.1
O=S1(=O)C=C(SCc2ccc(F)cc2)Nc2ccccc21 | 0.8 | 9.7 | -14.6 | -4.34* | -2.7 | 1.4 | -11.8 | 14.6 | -0.6
O=C(Cn1nc(CNc2ccc(Cl)cc2)[n+]2c1CCCCC2)c1ccc(Br)cc1 | -0.2 | 7.3 | -5.6 | -0.165 | -3.6 | 0.0 | -19.9 | 11.2 | 15.6

Compound activity as filed in PubChem BioAssay.
